High-throughput results deposited in PubChem by several laboratories.
HER2 expr 66K = lowers expression of human Her2 kinase; SKBR-3 HER2 protein level, AlphaScreen, 18-24 h; stronger effect = lower value; P04626; AID 645; 65,000 tested, 0.69% active; HER2 level % of control, % at 10 µM;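 active = HER2 level under 5% of the carrier-only control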;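 also: 100% = DMSO carrier and 0% = 500 nM PU-H71 HSP90 inhibitor; lower value means stronger loss of Her2 protein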
MMP-13 inhibitor = inhibitors of human MMP13. AID 570. inhibition, % at 4 µM. 65,000 tested, 0.07% active. MMP-13 fTHP FRET cleavage, Mca fluorescence. P45452;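 active = inhibition above the mean of compound-free control plate wells plus 3 SD, cut at about 14% in these data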;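 also: 0% = DMSO wells and 100% = wells with reference MMP-13 inhibitor after basal subtraction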
Abs 340nm = compound absorbs light at 340 nm; compound absorbance at 340 nm, fold over control; fold change at 10 µM; 65,000 tested, under 10 active;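 active = at 10 µM dose, initial 340 nm absorbance at least 2 fold that of control wells; inactive = change under 2 fold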;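 also: initial absorbance extrapolated from kinetic A340 decline of NADH oxidation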
5HT1a antag = antagonists of human 5-HT1a serotonin receptor; AID 612; CHO 5-HT1a Ga15 NFAT-bla reporter, antagonist mode; inhibition, % at 10 µM; P08908; 62,000 tested, 0.68% active;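 active = inhibition above the mean of all tested compounds plus 3 SD, cut at about 43% in these data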;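 also: receptor stimulated by 5-CT agonist at 100 nM near EC80; beta-lactamase reporter measured by ratiometric fluorescence of a cleavable substrate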
HTR1E agonist = 5-HT1E (human) receptor agonism | AID 574 | CHO 5-HT1E Ga15 NFAT-bla reporter, FRET; 0% DMSO wells, 100% control agonist wells | 65,000 tested, 0.69% active | P28566 | activation, % at 6 µM;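 active = activation above a set limit, the screen-wide mean activation plus 3 SD, cut at about 8.5% in these data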;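 also: 100% = positive control agonist at 1 µM giving full maximal response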
Target sequence (P28566 whole entry, looked up): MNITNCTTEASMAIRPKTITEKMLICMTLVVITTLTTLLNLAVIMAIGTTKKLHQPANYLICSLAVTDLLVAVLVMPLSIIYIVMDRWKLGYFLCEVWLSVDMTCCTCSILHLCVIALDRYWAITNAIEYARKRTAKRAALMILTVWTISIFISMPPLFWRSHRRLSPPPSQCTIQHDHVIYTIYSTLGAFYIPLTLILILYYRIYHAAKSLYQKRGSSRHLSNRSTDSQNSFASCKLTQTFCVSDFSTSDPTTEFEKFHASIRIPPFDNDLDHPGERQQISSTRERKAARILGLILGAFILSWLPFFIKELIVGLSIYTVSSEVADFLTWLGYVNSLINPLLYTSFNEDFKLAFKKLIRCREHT
S1P1 ag-PAM = activates or potentiates agonism at human S1P1 receptor | S1P1 CRE-bla cells, forskolin, beta-lactamase FRET, potentiator mode; S1P1 agonist co-added at EC20, 2 nM; 100% = saturating reference agonist, 0% = basal | AID 449 | 56,000 tested, 0.57% active | activation, % at 9.5 µM;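 active = activation above a cutoff set at the mean activation of all tested compounds plus 3 SD, cut at about 54% in these data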;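 also: forskolin at 4 µM as EC80 and the EC20 agonist is SEW2871; 100% = SEW2871 at its EC100 plus forskolin at EC80; some compounds past the cut are filed as inactive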
Fluor 339 460 = intrinsic fluorescence of library compounds, ex339/em460 – biochemical, MLSMR library, data from DPM-DC assay, artefact control, profiling panel; AID 709; compound autofluorescence, ex339/em460 nm, NADH buffer; stronger effect = higher value; 1 = no-compound wells, NADH background; fluorescence fold increase at 10 µM; 65,000 tested, 5.5% active;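 active = at 10 µM, mean starting fluorescence two-fold or more over control wells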;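 also: signal is the first read of a kinetic run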
5HT1E antag = 5-HT1E (human) receptor antagonism; 65,000 tested, 0.99% active; inhibition, % at 6 µM; CHO 5-HT1E Ga15 NFAT-bla reporter, FRET, antagonist; AID 571; P28566;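 active = inhibition above a set limit, the mean inhibition across every tested compound plus 3 SD, cut at about 29% in these data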;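 also: signal is the 460 over 535 nm emission ratio of beta-lactamase substrate; 0% = agonist plus DMSO wells and 100% = wells without agonist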
S1P3 agonist = agonists of human S1P3 receptor | Q99500 | S1P3 NFAT-BLA reporter cells, agonism, FRET ratio; relative to 1 µM S1P, basal subtracted | activation, % at 4.5 µM | 60,000 tested, 0.1% active | AID 373;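 active = activation above the screen-wide mean plus 3 SD, cut at about 4.5% in these data, passing the limit was not always enough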; also: some compounds called inactive have numbers as strong as hits
Target sequence (Q99500 whole entry, looked up): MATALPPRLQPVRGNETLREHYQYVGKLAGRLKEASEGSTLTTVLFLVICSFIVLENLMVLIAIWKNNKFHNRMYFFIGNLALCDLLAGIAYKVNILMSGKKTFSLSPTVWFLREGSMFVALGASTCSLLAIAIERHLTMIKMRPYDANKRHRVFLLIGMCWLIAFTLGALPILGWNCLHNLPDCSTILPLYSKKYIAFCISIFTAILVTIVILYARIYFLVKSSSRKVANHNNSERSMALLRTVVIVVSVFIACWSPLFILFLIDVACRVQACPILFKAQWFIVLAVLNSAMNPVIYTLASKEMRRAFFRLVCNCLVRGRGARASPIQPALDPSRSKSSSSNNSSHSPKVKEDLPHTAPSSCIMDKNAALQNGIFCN
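material = human S1P3 NFAT-BLA reporter CHO cells | schedule = 4 h compound at 37 °C, 2 h substrate at RT | measured by = fluorescent BLA substrate, ex 405 nm, em 460/535 nm ratio | controls = 1 µM S1P reference | replication = primary once, confirmation triplicate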
The depositor's hits bear a star; . = not tested or not shown.

SMILES | HER2 expr 66K | MMP-13 inhibitor | Abs 340nm | 5HT1a antag | HTR1E agonist | S1P1 ag-PAM | Fluor 339 460 | 5HT1E antag | S1P3 agonist
O=C(NC1CCCC1)C1CCCN1C(=O)Nc1ccccc1 (configuration not stated) | 63.1 | -2.9 | 1.01 | -7.6 | -0.4 | -9.9 | 1.06 | -11.3 | -1.1
O=C1c2ccccc2CCC1C(O)c1ccccn1 (configuration not stated) | 101.0 | 5.6 | 1.01 | 5.5 | 0.6 | . | 1.12 | -4.9 | .
COC(=O)\C(C(C)=O)=C(/C=C/C=C/N(C)C)N(C)C | 124.5 | 12.2 | 1.03 | 6.2 | -0.6 | 16.6 | 1.11 | 10.1 | -1.7
COc1ccc(CCNC(=O)C2CCN(S(=O)(=O)c3cccc4nonc34)CC2)cc1OC | 136.7 | 1.0 | 1.06 | -15.0 | 0.4 | . | 1.1 | -2.9 | .
COc1ccc(NC(=O)c2ccc(=O)oc2)cc1 | 110.4 | 0.2 | 0.98 | -0.9 | -0.7 | 6.3 | 1.08 | 6.6 | -0.8
CSCCC(NC(=O)c1occc1C)C(=O)O (configuration not stated) | 89.5 | 1.9 | 0.98 | 3.4 | 0.7 | -6.5 | 1.01 | -6.3 | -0.9
Cn1cnnc1SCc1ccc(F)c2ccccc12 | 104.5 | 6.2 | 1.07 | -0.8 | -0.3 | -12.1 | 1.09 | -0.8 | -1.7
Cc1cc(NC(=O)COC(=O)CSc2nc3cc(Cl)ccc3n2Cc2ccccc2)no1 | 86.2 | -6.2 | 1.01 | -1.1 | 0.3 | -6.0 | 1.06 | 13.5 | 0.0
N#CCCN1CCN(S(=O)(=O)c2ccc(S(=O)(=O)N3CCCCCC3)cc2)CC1 | 64.2 | 3.3 | 1.07 | 7.1 | 0.0 | -11.4 | 1.09 | 3.7 | -0.9
COc1cccc(-c2cc(C(F)(F)F)n3ncc(C(=O)O)c3n2)c1 | 109.1 | 1.0 | 1.02 | -8.7 | 0.8 | 3.0 | 1.11 | 4.2 | 1.3
CCCOC(=O)NC(CC)COC(=O)Nc1cccc(C)c1C (configuration not stated) | 94.9 | -1.6 | 0.98 | 14.7 | -0.8 | 10.1 | 0.99 | 0.1 | -0.7
Cc1oc2ccc(OCC(N)=O)cc2c1C(=O)OC(C)C | 113.8 | 1.8 | 1 | 7.2 | 0.6 | 17.2 | 1.22 | 17.1 | -1.1
Cc1ccc(NC(=O)NCCN2C(=O)C3C4C=CC(C4)C3C2=O)cc1 (configuration not stated) | 87.6 | -2.1 | 1.01 | -5.9 | -0.8 | -9.9 | 1.1 | -5.2 | 1.1
CCCC(=O)Nc1cccc2c1CCCC2 | 92.2 | 0.1 | 0.97 | 6.8 | 0.1 | -32.5 | 1.08 | -13.3 | 0.3
CC1CCN(S(=O)(=O)c2ccc3[nH]cc(C(=O)NCCN4CCOCC4)c(=O)c3c2)CC1 | 95.2 | -4.1 | 1.01 | -5.2 | 0.1 | . | 1.81 | -6.3 | .
COc1ccc(OCCSc2nnnn2C2CCCCC2)cc1 | 88.8 | -4.5 | 0.99 | 16.6 | -2.5 | -2.6 | 1.08 | -3.6 | -0.9
CCC(c1nnnn1C1CCCC1)N1CCN(c2ccccc2)CC1 (configuration not stated) | 90.3 | -1.4 | 0.98 | 11.3 | 0.4 | 9.0 | 1 | 10.7 | -1.0
O=c1cc(CN2CCN(CCO)CC2)c2cc3c(cc2o1)CCC3 | 74.9 | -3.5 | 1 | 5.6 | -0.5 | -0.4 | 1.28 | -6.1 | -1.4
CCOC(=O)Cn1c(=O)oc2cc(S(=O)(=O)NCCc3ccc(OCC)c(OCC)c3)ccc21 | 79.7 | 3.3 | 1.03 | 0.0 | -0.2 | -1.3 | 1.08 | 0.9 | 0.0
COc1ccc(C2C(C(=O)N3CCC(C)CC3)c3ccccc3C(=O)N2C)cc1 (configuration not stated) | . | -0.4 | 1.01 | 16.2 | 0.2 | . | 1.01 | -5.6 | .
CC(=O)c1c(N2CCN(C(=O)c3ccco3)CC2)nc(=S)n(-c2ccccc2)c1C | 110.5 | 4.0 | 1.11 | 0.2 | -0.6 | -12.9 | 1.08 | -3.4 | -0.9
COC(=O)CCC(=O)Nc1ccc(NC(C)=O)cc1 | 117.5 | 1.4 | 1.01 | -6.0 | -0.1 | 0.5 | 1.15 | -4.2 | -0.7
C=CCOC(=O)C1=C(C)N=C2SCCC(=O)N2C1c1cccs1 (configuration not stated) | 127.3 | 0.6 | 1.1 | 9.4 | 0.3 | 9.2 | 1.08 | -7.6 | 0.0
COc1ccc(CCNC(=O)c2cc(-c3ccc4c(c3)OCO4)on2)cc1OC | 79.0 | -6.5 | 1 | -6.5 | 1.1 | -42.2 | 1.07 | -14.2 | 0.2
O=C(CSc1nnc(-c2ccco2)o1)c1ccc(F)c(F)c1 | 45.1 | -5.9 | 1.02 | -5.5 | 0.0 | 21.4 | 1.02 | -5.8 | 1.3
CC1(C)CC(NS(=O)(=O)c2ccccc2)CC(C)(C)N1 | 118.1 | 7.8 | 0.96 | 11.6 | -0.4 | -16.2 | 1.06 | 8.3 | -0.6
O=c1c2cccc3c2c(nn1CN1CCOCC1)-c1ccccc1-3 | 68.1 | -11.7 | 1.09 | -43.0 | 0.5 | -81.5 | 2.43* | -2.9 | -0.3
CC(C)(C)NC(=O)COC(=O)c1snc(C(=O)NC2CCCCC2)c1N | 42.9 | -36.0 | 1.04 | -26.3 | -0.1 | -1.5 | 2.08* | 6.8 | -0.1
O=C(O)CCN=C1CCCc2ccccc2N1 | 107.7 | 1.0 | 1.03 | -4.5 | -0.1 | -3.7 | 1.86 | -3.7 | -0.6
COc1cccc(-c2noc(-c3cccs3)n2)c1 | 18.4 | -0.3 | 1 | 7.7 | 0.9 | 36.9 | 1.05 | -1.9 | -1.0
O=C(Nc1ccc(CN2CCCCC2)cc1)c1ccc2c(c1)OCO2 | 86.5 | 4.4 | 1 | 5.4 | -0.4 | -12.3 | 1.03 | 6.3 | -0.8
CC(=O)c1c(C)[nH]c(C(=O)NCc2ccccn2)c1C | 140.4 | -0.7 | 1.01 | -2.4 | 0.3 | -4.8 | 1.11 | -8.0 | 0.0
COc1ccc(C(=O)NCCc2c[nH]c3ccccc23)cc1S(=O)(=O)N1CCOCC1 | 109.6 | -0.9 | 1 | 16.0 | 3.6 | 8.5 | 1.11 | 8.7 | -0.7
CC(=O)NCCSC(=O)c1ccc(F)cc1 | 122.4 | -2.4 | 1.03 | -6.2 | 0.4 | -16.0 | 1.08 | 9.9 | -1.0
O=C(O)c1ccc(NS(=O)(=O)c2cc(Cl)ccc2Cl)cc1 | 55.6 | 0.6 | 1.08 | 3.6 | -0.2 | . | 1.12 | -5.8 | -1.0
O=C(COc1ccc(Cl)cc1Cl)NCc1ccncc1 | 80.8 | -2.9 | 1.05 | 3.5 | -0.6 | -19.8 | 1.14 | -15.7 | -1.6
Cn1c(COc2ccccc2)nnc1SCCC(=O)Nc1ccccc1 | 112.0 | 4.2 | 1.05 | -5.8 | 0.2 | 9.7 | 1.1 | 0.1 | 0.1
CC(NC(=O)Cc1cccs1)c1ccncc1 (configuration not stated) | 153.7 | -1.1 | 1.03 | 1.0 | 0.3 | -15.7 | 1.15 | -2.1 | 0.3
O=C(C1CCC1)N1CCc2cc(S(=O)(=O)NCCN3CCN(c4ccccc4F)CC3)ccc21 | 133.3 | 6.8 | 0.98 | 20.3 | 0.1 | 47.0 | 1.09 | 0.0 | -1.5
CCn1cc(C(=O)Nc2cc3c(cc2NC(C)=O)OCCO3)c(=O)c2ccc(C)nc21 | 72.2 | 2.2 | 1 | -6.9 | -0.5 | -23.6 | 1.06 | -12.9 | 0.8

Exported tab-delimited: 2 of the compounds above
Compound	HER2 expr 66K	MMP-13 inhibitor	Abs 340nm	5HT1a antag	HTR1E agonist	S1P1 ag-PAM	Fluor 339 460	5HT1E antag	S1P3 agonist
CCOC(=O)Cn1c(=O)oc2cc(S(=O)(=O)NCCc3ccc(OCC)c(OCC)c3)ccc21	79.7	3.3	1.03	0.0	-0.2	-1.3	1.08	0.9	0.0
O=C(NC1CCCC1)C1CCCN1C(=O)Nc1ccccc1 (configuration not stated)	63.1	-2.9	1.01	-7.6	-0.4	-9.9	1.06	-11.3	-1.1

Continuation:
SMILES | HER2 expr 66K | MMP-13 inhibitor | Abs 340nm | 5HT1a antag | HTR1E agonist | S1P1 ag-PAM | Fluor 339 460 | 5HT1E antag | S1P3 agonist
CCS(=O)(=O)n1nc(-c2ccccc2)nc1SCc1ccccc1 | 101.3 | 2.1 | 1.06 | -5.1 | 0.3 | 8.4 | 1.13 | 3.0 | -0.2
O=C(NCc1ccco1)c1cc(-c2ccc(F)cc2)on1 | 78.6 | 1.3 | 1.01 | 0.6 | -0.2 | -11.7 | 1.13 | 0.9 | -0.9
COc1cc(NC(=O)c2ccco2)ccc1NC(=O)c1ccccc1Cl | 71.9 | 1.2 | 1.05 | 9.7 | -0.4 | 28.3 | 1.14 | -1.3 | 0.0
CC1(C)Cc2c(C#N)c(NC3CCCCC3)nc(-c3ccco3)c2CO1 | 82.9 | -24.9 | 1.07 | 4.7 | 0.1 | -23.5 | 2.16* | 1.3 | 3.6
Cc1nn(-c2cccc(C(=O)O)c2)c(C)c1Oc1ccccc1O | 124.3 | 5.9 | 0.99 | -1.6 | -0.5 | -8.7 | 1.1 | -1.9 | -0.7
O=C(NCCN1CCOCC1)c1cc2ccccc2o1 | 111.3 | -1.1 | 1.02 | -15.1 | 0.0 | . | 1.07 | -5.2 | .
CCOc1cccc(-c2nnc3n2N=C(c2cc(OC)ccc2OC)CS3)c1 | 85.7 | 2.0 | 1.01 | 30.6 | -0.2 | . | 1.03 | 60.9* | .
c1csc(Cn2nnnc2CN2CCN(c3nc4ccccc4s3)CC2)c1 | 85.1 | -4.6 | 1 | -5.5 | 1.5 | -2.8 | 1.09 | 1.0 | 0.3
CCOC(=O)C1CCCN(c2cc(=O)n(Cc3ccc(F)cc3)c(=O)[nH]2)C1 (configuration not stated) | 142.2 | 2.6 | 0.96 | 0.1 | 0.1 | 19.9 | 1.02 | -5.3 | -0.5
CC1=C(C(=O)OCC2CCCO2)C(c2cccc(O)c2)NC(=O)N1 (configuration not stated) | 120.3 | -3.6 | 1.04 | -9.8 | -0.5 | -7.8 | 1.02 | -3.7 | -0.4
Nc1nc2n(n1)C(c1ccc(F)cc1)CC(c1ccc(F)cc1)N2 (configuration not stated) | 110.4 | -6.3 | 0.99 | . | -0.6 | -6.3 | 1.11 | -6.2 | -2.7
O=C(CN1CCCCC1)Nc1ccc(S(=O)(=O)N2CCCCCC2)cc1 | 99.0 | -1.8 | 1.02 | 5.5 | -0.6 | -6.2 | 1.11 | 2.6 | -1.8
Cc1cc(Nc2cccc(C(F)(F)F)c2)n2nc(C)nc2n1 | 81.6 | 6.8 | 0.99 | -6.8 | 1.1 | -32.1 | 1.06 | 1.9 | -0.4
C=CCOC(=O)C1=C(C)Nc2nc3ccccc3n2C1c1ccncc1 (configuration not stated) | 96.4 | -0.1 | 1.1 | -13.3 | 0.6 | -12.1 | 1.5 | 5.5 | -0.8
O=S(=O)(NCc1cccnc1)c1cc(Cl)ccc1Cl | 110.3 | 5.0 | 0.98 | 3.1 | 0.9 | 2.5 | 1.05 | 7.9 | -0.1

Random draw from the library, and some 8.5% of all compounds hit somewhere here.
